12-hLO inh = blocks human 12-lipoxygenase activity; Potency, µM (doses to about 57.1 µM), without a hit: at the top dose activity change, negative = inhibition, usual class: inhibitors; AID 1452; P18054; purified 12-hLO, xylenol orange hydroperoxide absorbance; actives 0.12% (n = 150,000); note: potency is the fitted concentration of half-maximal effect; nearly all actives have a fitted effect of over 55% in size; many of its hits are not listed in these tables
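Lipoxygenase turnover measured by absorbance at 573 and 405 nm after Fe-XO development. Human 12hLO 150 nM, arachidonate 40 uM, pH 7.0 Hepes buffer with detergent; 15 min compound preincubation, 30 min reaction.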
IMPase inh = cell-permeable inhibitors of inositol monophosphatase (IMPase); CHO-M1 cells, IP1 accumulation, HTRF TR-FRET ratio; inhibition (IP1 accumulation), % at 46.1 µM; 120,000 tested, under 10 active; active = well fitted curve in the direction sought with a large enough effect in the signal ratio, not every such curve was filed as active; inconclusive = small, poorly fitted or top-dose-only effect, or a change in a side signal; inactive = no such curve, though single readings can be large or run the other way; the % refers to the signal ratio;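 note: cells stimulated with carbachol in lithium chloride buffer; plate controls were DMSO basal wells for no effect and reference inhibitor wells for full effect; higher means more IMPase inhibition seen as more IP1 and lower FRET ratio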
Target sequence (P97697 whole entry, looked up): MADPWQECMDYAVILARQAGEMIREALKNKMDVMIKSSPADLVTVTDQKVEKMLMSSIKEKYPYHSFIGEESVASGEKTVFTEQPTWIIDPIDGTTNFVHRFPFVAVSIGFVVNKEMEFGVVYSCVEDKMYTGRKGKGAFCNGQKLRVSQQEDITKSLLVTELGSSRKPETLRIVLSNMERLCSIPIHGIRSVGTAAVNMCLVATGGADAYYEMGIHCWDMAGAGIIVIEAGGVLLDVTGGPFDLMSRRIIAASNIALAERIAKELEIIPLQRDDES
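Elevated IP1 in lysates lowers TR-FRET signal (665/620 ratio and 620 channel reported). Cells were CHO-M1, given carbachol (50 uM as added) plus 50mM LiCl, pH 7.4, 30 min, 37C; compounds titrated up to 46 uM; AC50 by Hill equation.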
PNC assembly inh = blocks assembly of the perinucleolar compartment; PC3M PTB-GFP, PNC prevalence imaging, 16 h; active compounds read low; activity change (PNC), negative = inhibition, % at 10 µM; actives 3.1% (n = 140,000);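 active = readout at or below -70, meaning at least 70% loss of cells showing the perinucleolar compartment, a nuclear body marking cancer cells; inconclusive = readout between -30 and a set limit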;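 note: plate controls were DMSO wells for no effect and camptothecin positive control wells for full effect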
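Compounds are pinned in duplicate onto adhered PC3M cells stably expressing GFP-tagged PTB and incubated 16 h at 37 C. Cells are then fixed, nuclei stained with Hoechst, and PNC-positive cells counted.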
ALOX15B inhib = blocks human 15-lipoxygenase 2 activity; Potency, µM (top dose mostly 57.1 µM), for the others: top-dose activity change, negative = inhibition, hits mostly inhibitors; actives 0.56% (n = 110,000); O15296; purified 15hLO-2, xylenol orange hydroperoxide absorbance; AID 881; note: potency is the fitted concentration of half-maximal effect; nearly all actives have a fitted effect of over 60% in size; many of its hits are not listed in these tables
Target sequence (O15296 whole entry, looked up): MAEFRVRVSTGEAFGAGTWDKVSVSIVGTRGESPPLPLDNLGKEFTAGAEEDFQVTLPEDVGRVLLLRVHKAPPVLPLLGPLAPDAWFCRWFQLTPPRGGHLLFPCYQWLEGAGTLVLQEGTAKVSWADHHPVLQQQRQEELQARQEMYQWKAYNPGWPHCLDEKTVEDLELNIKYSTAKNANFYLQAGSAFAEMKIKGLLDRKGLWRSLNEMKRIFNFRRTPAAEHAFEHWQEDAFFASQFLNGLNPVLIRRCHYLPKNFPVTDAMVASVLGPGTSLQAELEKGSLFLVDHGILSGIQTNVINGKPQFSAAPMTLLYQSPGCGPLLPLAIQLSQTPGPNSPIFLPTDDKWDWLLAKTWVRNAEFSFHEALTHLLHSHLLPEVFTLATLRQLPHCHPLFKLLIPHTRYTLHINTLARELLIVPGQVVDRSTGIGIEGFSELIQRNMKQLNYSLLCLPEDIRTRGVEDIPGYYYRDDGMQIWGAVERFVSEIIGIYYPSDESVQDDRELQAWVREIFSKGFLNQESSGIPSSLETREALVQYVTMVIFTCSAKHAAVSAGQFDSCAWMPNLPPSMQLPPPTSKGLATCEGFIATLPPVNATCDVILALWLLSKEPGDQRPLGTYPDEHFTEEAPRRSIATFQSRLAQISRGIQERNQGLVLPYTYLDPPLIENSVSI
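Read-out: hydroperoxide product oxidises ferrous iron, measured as xylenol orange complex via the 573-to-405 nm absorbance ratio after 30 min. Reaction: 50 nM enzyme, 15 min compound preincubation, 45 uM arachidonic acid, 90 min RT, Hepes pH 7.5 with Triton X-100.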
* marks the source's active call; other numbers are inactive results; ? = inconclusive; nt = no result given; & = joins results of further samples; [ ] = remark or other dose. Unless noted, calls come from the whole dose curve; as a rule, active = well fitted curve in the direction sought with a large enough effect; inconclusive = small, poorly fitted or top-dose-only effect, or another doubt; inactive = no such curve, though single readings can be large; an effect the other way counts as inactive or inconclusive. Unless noted, % is set by controls: 0 for no effect and ±100 for the full control effect.

SMILES	12-hLO inh	IMPase inh	PNC assembly inh	ALOX15B inhib
O=C(c1csc2c1CCCCC2)N1CCC2(CC1)OCCO2	-5.3%	1.0	?	11.2%
O=C1C2(c3ccccc3)CN3CN(C2)CC1(c1ccccc1)C3	14.2%	2.5	-15.3	-1.0%
CC1(C)CSC(Nc2ccc(F)c(Cl)c2)=N1	-5.2%	4.2	6.3	8.3%
O=C(NC1(C(F)(F)F)Oc2ccc(Cl)cc2O1)N1CCC2(CC1)OCCO2 (configuration not stated)	?	2.6	9.5	7.94µM*
CCCCCCC(C)OC(=O)COc1ccc(Cl)cc1Cl (configuration not stated)	-4.9%	nt	nt	-1.6%
O=C1NC(=S)NC(=O)C12C(c1ccccc1)NC(=S)NC2c1ccccc1 (configuration not stated)	-1.4%	nt	34.9	nt
C[N+]1([O-])[C@@H]2CC[C@H]1CC(OC(=O)[C@@H](CO)c1ccccc1)C2 (some centres not stated)	2.0%[25.6 µM]	9.1[20.6 µM]	nt	-5.8%[25.6 µM]
CSc1ncc(/C=C2/C(=O)NC(=O)N(C3CCCCC3)C2=O)cn1	-15.5%	5.6	?	-1.7%
C[C@H]1O[C@@H](O[C@H]2[C@@H](O)C[C@H](O[C@H]3[C@@H](O)C[C@H](O[C@H]4CC[C@@]5(C)[C@H](CC[C@@H]6[C@@H]5CC[C@]5(C)[C@@H](C7=CC(=O)OC7)CC[C@]65O)C4)O[C@@H]3C)O[C@@H]2C)C[C@H](O)[C@@H]1O	-1.4%	nt	-81.7*	nt
O=C(c1ccccc1F)c1cn(Cc2ccccc2)c2ccccc12	-7.1%	11.8	8.4	-8.9%
Cc1cc(C(=O)O)sc1C(N)C(=O)O (configuration not stated)	9.3%	nt	nt	37.7%[activator]
c1cncc([C@H]2CCCCN2)c1	-3.4%	1.6	nt	-1.7%
CCOC(=O)c1cncn1C(C)c1ccccc1 (configuration not stated)	-3.5%	2.8	0.7	24.5%
CCOC(=O)C1=C(N)OC(C)=C(C(=O)OCCOC)C12C(=O)Nc1ccccc12 (configuration not stated)	-2.1%	-2.6	-14.0	2.2%
O=[N+]([O-])c1cc(S(=O)(=O)c2ccc(O)c([N+](=O)[O-])c2)ccc1O	0.2%	nt	4.7	nt
c1ccc2c(CCNC3=NCCC3)c[nH]c2c1	1.2%	7.6	-82.8*	1.6%
O=C(Cn1cc(C(=O)c2ccccc2F)c2ccccc21)NCc1ccco1	2.4%	6.3	9.6	-1.8%
CC(C)N1CC=C(c2c[nH]c3ccccc23)CC1	-5.7%	9.4	12.6	14.5%
COC(=O)C(O)(c1ccc(NC(=S)NC(=O)c2ccc(Cl)cc2Cl)c(C)c1)C(F)(F)F (configuration not stated)	?	nt	-16.8	nt
COc1ccc(CC(=O)Nc2ccc3c(C(F)(F)F)cc(=O)oc3c2)cc1OC	-1.7%	-4.6	6.9	nt
COC(=O)c1c(N)n(Cc2ccc(OC)cc2)c2nc3ccccc3nc12	-9.5%	-0.1	-81.6*	-14.8%
O=C(Cn1ncc2c3ccccc3n(Cc3cccc(Cl)c3)c2c1=O)N1CCC2(CC1)OCCO2	-23.9%	-0.1	40.9	-11.0%
CN(C)[C@@H]1C(=O)C(C(N)=O)=C(O)[C@@]2(O)C(=O)C3=C(O)c4c(O)ccc(Cl)c4[C@@](C)(O)C3C[C@@H]12 (some centres not stated)	-5.4%	nt	-27.4	nt
CN(C)C(=O)OCc1n(C)cc[n+]1C	1.6%	nt	-7.1	nt

Another view of some results above.
Values run as follows: 12-hLO inh | IMPase inh | PNC assembly inh | ALOX15B inhib
CN(C)C(=O)OCc1n(C)cc[n+]1C
 : 1.6% | nt | -7.1 | nt
O=C(Cn1ncc2c3ccccc3n(Cc3cccc(Cl)c3)c2c1=O)N1CCC2(CC1)OCCO2
 : -23.9% | -0.1 | 40.9 | -11.0%
c1ccc2c(CCNC3=NCCC3)c[nH]c2c1
 : 1.2% | 7.6 | -82.8* | 1.6%
CN(C)[C@@H]1C(=O)C(C(N)=O)=C(O)[C@@]2(O)C(=O)C3=C(O)c4c(O)ccc(Cl)c4[C@@](C)(O)C3C[C@@H]12 (some centres not stated)
 : -5.4% | nt | -27.4 | nt

Later entries
SMILES	12-hLO inh	IMPase inh	PNC assembly inh	ALOX15B inhib
CC[C@@H](CO)Nc1nc(NCc2ccccc2)c2ncn(C(C)C)c2n1	4.7%	11.6	nt	30.6%[activator]
CC1CCC(NCC(O)c2ccccc2)CC1 (configuration not stated)	2.1%	3.2	16.0	11.6%
C=CCN1CCC2(C)c3cc(O)ccc3C[C@H]1[C@H]2C	-11.2%&7.5%&4.0%	8.8&1.8&-0.2	nt	18.1%&6.7%&-5.3%
C=CCn1c(O)c(C(C)=Nc2ccc(N(CC)CC)cc2)c(=O)[nH]c1=O	-0.7%	10.6	-3.0	-2.6%
O=c1c2ccccc2[se]n1-c1ccccc1	3.16µM*	2.4	36.0	0.631µM*
C[C@@]12CCC(OS(=O)(=O)O)C[C@@H]1CCC1C2CC[C@]2(C)C(=O)CCC12 (some centres not stated)	-2.5%	nt	nt	5.3%
O=C(C1CCCN(S(=O)(=O)c2cccc3nsnc23)C1)N1CCC2(CC1)OCCO2 (configuration not stated)	-4.9%	-2.6	?	-2.0%
C=COCCn1c(C)c(C(=O)OCC)c2cc(O)ccc21	-14.7%	19.0	?	-10.6%
O=[N+]([O-])c1cccc2ccccc12	-2.8%	nt	nt	1.0%
CCOP(=O)(OCC)C(NC(=O)C(Cl)Cl)C(Cl)(Cl)Cl (configuration not stated)	0.6%	7.5	5.4	0.4%
N=C1c2ccccc2CN1CC(=O)c1ccccc1	0.6%	0.5	-11.2	nt
CCCCn1c(O)c(C(C)=NCCCN(C)C)c(=O)[nH]c1=O	-2.7%	-4.6	?	0.9%
O=c1c2ccccc2nc(-c2ccco2)n1-c1ccccc1	36.0%	-4.4	124.4	nt
Brc1ccc(C2N3CCCN23)cc1 (configuration not stated)	2.3%	nt	?	nt
CN1C(=O)CCS(=O)(=O)[C@H]1c1ccc(Cl)cc1	6.4%	4.2	nt	19.7%
N#CC(C#N)=Cc1ccc([N+](=O)[O-])c(O)c1	-5.8%[0.00818 µM]	1.8	nt	-17.4%[0.0915 µM]
COC(=O)[C@H](N)CCCN=C(N)N[N+](=O)[O-]	-0.9%	5.7	nt	11.4%
OC(c1ccc(Cl)cc1)(c1ccc(Cl)cc1)C(Cl)(Cl)Cl	1.6%	nt	nt	-4.4%
CCOP(=O)(Cc1cc(C#N)oc1C)OCC	-1.2%	nt	35.8	nt
O=c1[nH]c(=O)n(CC2CCCO2)c(O)c1/C=C1\C=Nc2ccccc21 (configuration not stated)	-0.2%	nt	?	nt
C[N+]1(C)CCc2cc3c(cc2[C@H]1[C@@H]1OC(=O)c2c1ccc1c2OCO1)OCO3	-9.4%	nt	-14.8	nt
NC1=Nc2ccccc2Oc2ccccc21	1.2%	1.1	?	35.4%[activator]
Oc1ccc(/C=N/NP(=S)(c2ccccc2)c2ccccc2)c(O)c1O	?	5.8	37.6	?
C=CCCC#N	-0.6%	nt	nt	-6.6%
O=C(Cn1cnc2sc3c(c2c1=O)CCCC3)NCCC(=O)N1CCC2(CC1)OCCO2	-1.5%	-5.6	-11.3	-2.5%
CCN(CC)c1ccc(CN(C)CCc2ccc(OC)c(OC)c2)cc1	-0.8%	12.6	18.8	11.9%
CN(CC1COc2ccccc2O1)c1nc(-c2cccnc2)nc2ccccc12 (configuration not stated)	-8.3%	11.8	0.6	47.2%[activator]
CCCC(=O)Nc1cc(C(=O)N2CCC3(CC2)OCCO3)ccc1S(=O)(=O)c1ccc(C)cc1	-3.1%	3.1	?	-9.0%
O=C1CCO1	3.4%	nt	nt	9.5%
COc1ccc2c(c1)[C@@]13CCCCC1[C@@H](C2)N(C)CC3 (some centres not stated)	1.6%	nt	nt	41.7%[activator]
CCOP(=S)(OCC)SCC(=O)NC(C)(CC)C(=O)O (configuration not stated)	8.0%	2.8	-111.1*	9.7%
O=C1OCCC1NC1=NCCC1 (configuration not stated)	-0.7%	11.2	-17.6	1.1%
CCCCC(=O)N/N=C/c1c(O)n(C2CC2)c(=S)[nH]c1=O	-3.2%	nt	-7.0	nt
CCOP(=O)(C#CC(C)(C)C)C1(O)CCCCC1 (configuration not stated)	-0.2%	-2.0	?	7.0%
CC1CCCN(CC(=O)N2CCCc3ccccc32)C1 (configuration not stated)	-0.5%	8.9	?	nt
CCC(=O)N1N=C2C3CCN(CC3)C2C1c1ccccc1 (configuration not stated)	6.1%	-6.9	-11.1	6.3%
O=C(CN1C(=O)CCSc2ccccc21)N1CCC2(CC1)OCCO2	-0.7%	4.5[1.84 µM]	-5.0	5.3%[11.4 µM]
O=C(Nc1ccccc1OC(=O)N1CCCCC1)N1CCCCC1	3.0%	0.2	-4.1	-9.9%
C/C=C1/CN2CC[C@]34C(=C(C=O)[C@H]1C[C@@H]23)Nc1ccccc14	-6.1%	3.3	nt	-5.5%
COC(=O)[C@@H]1C[C@@]2(O)[C@H](O)[C@H](O)[C@H](O)C[C@H]2N1Cc1cccnc1	-7.6%	nt	nt	2.1%
CCCC[C@H]1C(=O)O[C@H](C)[C@H](NC(=O)c2cccc(NC=O)c2OC)C(=O)O[C@@H](C)[C@@H]1OC(=O)CC(C)C	1.0%[0.00818 µM]	nt	nt	17.5%[0.0915 µM]
CO[C@H]1[C@H](O)[C@H](O[C@@H]2[C@H](Oc3cccc4c(O)c5c(=O)oc6ccc(C)c7c(=O)oc(c34)c5c67)O[C@@H](C)[C@H](O)[C@H]2O)O[C@@H](C)[C@@H]1O	4.2%[11.4 µM]	nt	nt	-7.7%[11.4 µM]
C=CCn1c(O)c(C=NCCCOc2ccc(CC)cc2)c(=O)[nH]c1=S	-5.2%	0.3	2.3	nt
Cc1nc2cc(C(=O)N3CCC4(CC3)OCCO4)ccc2n1-c1ccc(Br)cc1	-3.1%	-5.8	33.9	12.1%
CC12CN3C(O)C(C)(C1)CC(C)(C2)C3O (configuration not stated)	-3.8%	?	-21.1	-2.3%
ClC(Cl)(Cl)Cl	-1.8%&-0.4%	nt	nt	-4.3%&-11.8%
Cc1cc(Cl)nc(N)n1	-4.8%	nt	15.7	nt
CC1=C(O)C(=O)C=C2C1=CC=C1[C@]2(C)CC[C@@]2(C)C3C[C@](C)(C(=O)O)CC[C@@]3(C)CC[C@@]12C (some centres not stated)	?	nt	nt	3.98µM*
COc1ccccc1N1CCN(Cc2c(F)cccc2Cl)CC1	-2.3%	1.5	-28.5	19.6%
NC(N)=NCCCCCCCCCCN=C(N)N	-0.6%	-3.6	nt	4.6%
Fc1cccc(F)c1CN1CCN(Cc2c(F)cccc2F)CC1	1.7%	2.4	32.1	10.3%
O=C(C1CC(c2ccc(F)cc2)=NO1)N1CCC2(CC1)OCCO2 (configuration not stated)	-0.7%	12.7	-20.3	-0.7%
CN(C)C1(CNC(=O)c2ccc(Cl)c(S(=O)(=O)NCc3ccco3)c2)CCCCC1	2.2%	8.9	?	10.7%
CCN(CC)c1ccc(/C=C2\C(=O)NC(=O)N(CC3CCCO3)C2=O)cc1 (configuration not stated)	0.7%	nt	?	nt
N#CCCCC[N+]12CN3CN(CN(C3)C1)C2	3.4%[11.4 µM]	nt	nt	-5.2%[11.4 µM]
C=CCc1c(C)[nH]c(=S)c(C#N)c1C	-23.6%	-7.0	28.0	12.6µM*
O=C(O)[C@H](Cc1cnc[nH]1)N1C(=O)c2ccccc2C1=O	6.2%[11.4 µM]	nt	nt	-3.0%[11.4 µM]
Cc1cc(OCc2cc(C(=O)O)oc2C)c2c3c(c(=O)oc2c1)CCCC3	-1.8%	-8.4	7.9	-9.1%
O=C1C(=O)c2ccccc2-c2ccccc21	-9.4%	15.2	?	-22.1%
O=C1CC(N2CCC(n3c(=O)[nH]c4ccccc43)CC2)C(=O)N1c1ccc(F)cc1 (configuration not stated)	-8.6%	-0.4	?	-0.8%
C=CCn1c(O)c(C(=O)CCCCCC)c(=O)[nH]c1=O	-5.0%	0.1	11.5	2.3%

Not all compounds are listed (hit frequency here may not be typical).
